HTR5A ag: HTR5A agonists in luminescence cell assay, primary screen, counter-screen for OPRM1-OPRD1 heterodimer agonist project, full-deck HTS; 5-hydroxytryptamine receptor 5A (Homo sapiens), P47898; cell-based; activation, % at 9.3 µM; actives 0.61% (n = 340,000); AID 504692, 2011; in the data active means activation mostly above about 9.5%, no sharp cut-off; inactive means mostly below about 7.6%;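 further: 0% = cells with vehicle only and 100% = reference agonist; strong numbers were not always called active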
Target sequence (P47898 whole entry, looked up): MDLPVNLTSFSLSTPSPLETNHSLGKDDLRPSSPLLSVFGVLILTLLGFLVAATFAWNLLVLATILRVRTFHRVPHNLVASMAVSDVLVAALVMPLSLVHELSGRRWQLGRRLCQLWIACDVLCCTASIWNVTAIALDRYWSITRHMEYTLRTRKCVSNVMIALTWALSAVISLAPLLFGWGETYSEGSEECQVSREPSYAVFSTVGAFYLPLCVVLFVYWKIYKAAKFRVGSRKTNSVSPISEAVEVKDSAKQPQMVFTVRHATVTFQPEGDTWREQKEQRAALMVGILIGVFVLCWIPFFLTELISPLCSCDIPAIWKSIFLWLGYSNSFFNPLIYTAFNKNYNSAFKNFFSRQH
SR-BI DiI inh: inhibitors of SR-BI mediated HDL lipid uptake, primary screen, ldlA[mSR-BI] cells, fluorescence, single point | Scavenger receptor class B member 1 (Mus musculus), Q61009 | ldlA[mSR-BI] CHO cells, DiI-HDL uptake fluorescence, 3 h | inhibition, % at 12.5 µM | actives 0.96% (n = 320,000) | AID 488896, 2010;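 active means mean replicate inhibition of at least 70% and a set share of replicates each scoring 70 or more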;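 further: 0% = median of neutral control wells and 100% = median of positive control wells; values of inactives mirror those of a sister screen read the other way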
MITF TRPM1 HTS: activators of MITF-driven TRPM1 promoter reporter, primary screen, cell-based, SK-MEL-5, luciferase, single point | SK-MEL-5 TRPM1-promoter luciferase, 24 h; % of positive control, neutral wells = 0 | activation, % at 12.5 µM | actives 0.75% (n = 300,000) | AID 588334, 2011;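 active means mean activation of at least 80% with every replicate also reaching 80%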;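 further: 0% = neutral control wells and 100% = parthenolide positive control wells; values of inactives mirror those of a sister screen read the other way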
NSD2 HMT inh: NSD2 histone methyltransferase inhibitors, primary screen, biochemical, AlphaScreen, single concentration, set 2; Histone-lysine N-methyltransferase NSD2 (Homo sapiens), O96028; NSD2 peptide methylation, 120 min; inhibition, % at 12.5 µM; actives 0.54% (n = 310,000); AID 743445, 2014; in the data active means inhibition above about 50%
PvdQ acylase: P. aeruginosa PvdQ acylase inhibitors, primary screen, biochemical, fluorescence, plate reader and imaging, single point; inhibition, % at 10 µM; actives 0.063% (n = 340,000); PvdQ acylase [Pseudomonas aeruginosa LESB58]; purified PvdQ acylase; in the data active means inhibition above about 30%, passing the limit was not always enough;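 further: 0% = vehicle neutral wells and 100% = reference inhibitor wells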
CDK5 p35 inh: inhibitors of human CDK5/p35 kinase, primary screen, biochemical, single concentration; inhibition, % at 10 µM; actives 0.01% (n = 330,000); Recombinant CDK5/p35, ADP-Glo luminescence, 60 min; AID 488839, 2010;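 active means highest replicate inhibition of at least 50% and at least 75% of replicates reaching 50%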;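 further: plate controls were DMSO neutral control for no effect and GW8510 at 10 µM for full effect; many of its hits are not listed in these tables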
V-ATPase pHluor: regulators of yeast V-ATPase proton pumping, primary screen, pHLuorin cytosolic pH fluorescence. S. cerevisiae. AID 504577, 2011. response, % at 10 µM. actives 0.37% (n = 350,000); in the data active means response mostly above about 7.3%, no sharp cut-off; inactive means mostly below about 5.4%; further: actives read high; inactives centre near 0; some compounds called inactive have numbers as strong as hits; reference of the scale not given here
dFosB activator: activators of delta FosB homodimer, primary screen, biochemical, fluorescence polarization, TAMRA-CDK5 oligo, single point. purified delta FosB; percent of positive-control signal above neutral wells. activation, % at 25 µM. Protein FosB (Mus musculus), P13346. AID 493131, 2011. actives 0.99% (n = 340,000);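 active means mean activation above about 17%, with every replicate also reaching it, limit read from the data, passing the limit was not always enough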;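 further: fluorescence polarization rise as delta FosB binds a TAMRA Cdk5 AP-1 oligo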
Target sequence (P13346 whole entry, looked up): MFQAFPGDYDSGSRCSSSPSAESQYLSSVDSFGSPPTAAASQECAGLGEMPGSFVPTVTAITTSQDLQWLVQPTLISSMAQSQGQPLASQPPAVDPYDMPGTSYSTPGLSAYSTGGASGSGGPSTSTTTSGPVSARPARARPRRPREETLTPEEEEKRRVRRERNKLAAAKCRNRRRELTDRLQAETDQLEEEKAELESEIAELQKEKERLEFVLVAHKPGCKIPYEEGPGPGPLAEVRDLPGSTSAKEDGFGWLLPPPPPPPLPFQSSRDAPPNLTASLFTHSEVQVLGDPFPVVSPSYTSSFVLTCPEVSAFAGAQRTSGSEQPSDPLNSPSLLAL
Wnt act: Wnt/beta-catenin pathway activators, primary screen, cell-based, plate reader, single point; activation, % at 9.35 µM; AID 743398, 2014; Wnt/beta-catenin reporter cell assay, activator; actives 1.2% (n = 300,000); in the data active means activation above about 30%, passing the limit was not always enough;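 further: 0% = neutral control wells and 100% = positive control wells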
HTR5A inv ag: HTR5A inverse agonists in luminescence cell assay, primary screen, counter-screen for OPRM1-OPRD1 heterodimer inverse agonist project, full-deck HTS; 5-hydroxytryptamine receptor 5A (Homo sapiens), P47898; HTR5A cell line, inverse agonism; inhibition, % at 9.3 µM; actives 0.083% (n = 340,000); AID 504634, 2011; in the data active means inhibition mostly above about 23%, no sharp cut-off; inactive means mostly below about 18%;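 further: 0% = cells with DMSO and 100% = no-cell wells with DMSO; some compounds called inactive have numbers as strong as hits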
Active calls of the source: *; · = no result given. Not a hit list (roughly 5% active in at least one column).

SMILES	HTR5A ag	SR-BI DiI inh	MITF TRPM1 HTS	NSD2 HMT inh	PvdQ acylase	CDK5 p35 inh	V-ATPase pHluor	dFosB activator	Wnt act	HTR5A inv ag
CCC1Oc2ccccc2N(CC(=O)Nc2ccc3c(c2)OCCO3)C1=O (stereo not given)	-3	3	45	1	-13	2.7	-5	-1	·	-32
O=C(Nc1ccccc1O)c1cccc(NC(=O)c2ccco2)c1	0	11	-9	-4	-13	1.4	3	-1	0	-1
COc1ccc(OC)c(NS(=O)(=O)c2ccc(NC(C)=O)cc2)c1	-1	-3	0	-6	-10	2.0	-1	-8	·	2
CC(C)OC(=O)c1cc(C(=O)c2cc(Br)ccc2O)coc1=N	2	-4	-7	1	14	-0.1	1	-14	-1	-5
O=C(NC1CC2CCCC(C1)N2C(=O)Nc1ccc(Cl)c(C(F)(F)F)c1)C1CC1 (stereo not given)	1	25	-6	-6	-3	-0.1	1	2	-5	-1
COc1ccc2sc(NCc3ccccc3)nc2c1	-2	-5	111*	-2	-10	0.7	5	-4	33*	7
O=C(CSC1=Nc2ccccc2C2=NC(Cc3c[nH]c4ccccc34)C(=O)N12)NC1CCCCC1 (stereo not given)	-3	-17	·	0	9	-1.6	-1	-2	·	-12
CC(=O)Nc1ccc(NC(=S)NC(=O)c2ccc([N+](=O)[O-])c(C)c2)cc1	-7	-7	9	-2	-15	0.2	-1	5	0	8
O=c1c2ccccc2nc(SCc2cc([N+](=O)[O-])cc3c2OCOC3)n1-c1ccccc1	-1	-4	8	-1	-16	-0.2	2	1	·	5
O=C(NN1C(=O)C2C(C1=O)C1C=CC2C12CC2)c1ccccc1Cl (stereo not given)	2	-12	·	-1	-1	-0.1	-5	-2	8	10
Cc1cc(C(=O)Nc2sccc2C(N)=O)c(C)o1	0	-2	8	1	-5	-0.3	-5	-7	7	-2
COc1ccccc1NC(=O)C(C)NS(=O)(=O)c1ccc(Cl)cc1 (stereo not given)	-6	14	-8	5	-17	0.1	0	4	-8	-8
Cc1ccc(N/C(N)=N/c2nc(CSc3ccccn3)cc(=O)[nH]2)c(C)c1	7	-4	-8	-1	-12	-2.1	0	-5	-3	-29
O=C(CSCc1ccccc1)N1CCN(S(=O)(=O)c2cccc(F)c2)CC1	-4	·	12	·	-15	-2.6	3	-4	0	11
COc1ccc(C(C)NC(=O)C23CC4CC(CC(C4)C2)C3)cc1 (stereo not given)	6	4	3	0	-10	-5.4	1	-3	-2	-16
CCc1ccc(OCC(=O)Nc2ccc3oc(=O)ccc3c2)cc1	6	-15	26	-1	-4	-0.2	-4	-16	1	3
O=C(CN1CCOCC1)Nc1ccccc1	7	-15	0	-2	4	-0.4	-1	0	-3	0
COc1cccc(C(=O)Nc2c(C)nn(-c3ccccc3)c2C)c1	4	-1	18	1	-17	-4.0	·	-1	1	-3
O=C(O)C1CCCCC1C(=O)Nc1cccc(C(=O)N2CCCCC2)c1 (stereo not given)	4	0	2	·	-16	-2.7	3	-1	1	-10
COc1cc(C(=O)N2CCN(c3ccccc3F)CC2)ccc1OCC(=O)N1CCOCC1	5	-11	7	-2	-11	-5.8	-1	-2	0	1
Cc1ccc(-c2nc(CSCC(=O)N3CCN(c4ccccn4)CC3)c(C)o2)cc1	-1	44	·	·	-5	0.3	-2	-6	-6	4
COc1ccc(C(=O)NCCN2C(=O)S/C(=C\c3cccnc3)C2=O)cc1[N+](=O)[O-]	-1	·	23	1	-3	-0.6	-2	-1	13	22
COc1ccc(C(OCC(O)CNCCc2ccccc2)c2ccc(OC)cc2)cc1 (stereo not given)	3	4	-3	26	-1	-1.2	1	4	-1	-11
Cc1ccnc(NC(=O)COC(=O)C2COc3ccccc3O2)n1 (stereo not given)	-1	7	·	3	-12	0.2	3	-3	·	1
CCOc1cc2[nH]c(=S)n(CCCN3CCN(C)CC3)c(=O)c2cc1OCC	-2	4	3	1	-13	4.4	3	1	2	5

Next entries.
SMILES	HTR5A ag	SR-BI DiI inh	MITF TRPM1 HTS	NSD2 HMT inh	PvdQ acylase	CDK5 p35 inh	V-ATPase pHluor	dFosB activator	Wnt act	HTR5A inv ag
C=C1N(c2ccccc2)C(=O)OC1(C)C	2	16	-7	1	5	1.0	-6	-2	1	-4
COc1ccccc1CNC(=O)CCS(=O)(=O)c1ccc2c(c1)CCCN2C(C)=O	-1	-1	-10	·	-18	1.2	-4	1	·	-50
CC12CCC(C(=O)NNc3ccc([N+](=O)[O-])cc3)(OC1=O)C2(C)C (stereo not given)	8	-8	·	1	-5	0.8	1	-1	-1	9
CSc1cccc(NC(=S)N2CCC(N(C)C(C)C)CC2)c1	-3	0	6	1	-6	-0.3	-2	-7	-1	26
Cc1sc(NC(=O)c2ccco2)c(C(c2cccnc2)N2CCN(C)CC2)c1C (stereo not given)	-3	-11	0	-7	-19	-0.6	3	-11	·	1
Cc1oc2ccc(OCc3ccccc3Cl)cc2c1C(=O)O	-1	-21	-2	0	-17	-0.9	-2	9	2	5
COC(=O)c1ccc(NC(=O)CCN2C(=O)CSC2=O)cc1	-5	0	10	-4	-4	0.3	2	0	1	15
CC1CCN(C(=O)c2ccc(N(C)S(C)(=O)=O)cc2)CC1	-2	-13	1	-2	-10	-0.2	2	-2	·	-2
COc1ccc(-c2nn(-c3ccccc3)cc2/C=C/C(=O)O)cc1[N+](=O)[O-]	-1	·	-3	1	3	3.8	5	-3	-1	-28
CON/C=C(\C=Nc1ccc(C(F)(F)F)cc1)c1ncc(C(F)(F)F)cc1Cl	-1	40	-16	2	-3	-0.6	0	-1	-5	-4
CCCCn1c(N)c(N(CC(C)C)C(=O)c2cnccn2)c(=O)[nH]c1=O	5	-6	5	0	-26	-7.4	4	3	-2	-19
O=C(c1ccccc1)N1CCN(c2ccc([N+](=O)[O-])c(NCC3CCCO3)c2)CC1 (stereo not given)	-5	43	2	5	12	2.9	4	-5	-2	13
CCCN(CC(=O)Nc1ccccc1OC)C(=O)CCC(=O)c1ccc(F)cc1	0	-16	-5	-3	-8	-0.7	1	-2	2	1
CC(OC(=O)CN1C(=O)c2ccccc2C1=O)C(=O)NC1CCCCC1C (stereo not given)	5	-2	-3	-3	6	1.9	-3	-2	1	-14
COc1ccc(CCNC(=O)c2oc3ccccc3c2C)cc1	7	26	6	2	2	-0.7	0	-16	0	-17
O=C(c1ccc2oc(CCCc3ccccc3)nc2c1)N1CCCC(CCCO)C1 (stereo not given)	0	2	6	2	1	-0.9	1	-16	3	-2
Cc1ccc(CN(C)C(=O)CSc2nnc3n2CCCCC3)c(C)c1	6	-13	-13	1	12	1.3	10	-6	-1	-5
Cc1nc(-c2ccccc2)sc1-c1nc(-c2cccnc2)ncc1S(=O)(=O)c1ccccc1	3	3	-5	·	16	-0.3	-2	-2	·	-9
O=C1CC(c2ccccc2)C(=O)N1c1cccc(O)c1 (stereo not given)	1	-5	·	1	-17	-0.6	-1	1	·	3
CC1CN(c2ccc([N+](=O)[O-])cc2C#N)CC(C)O1 (stereo not given)	4	-1	7	3	2	-3.0	-2	4	-10	-25
O=C(NCC1CCCO1)C(=Cc1cccc([N+](=O)[O-])c1)C(=O)NCC1CCCO1 (stereo not given)	4	-15	-15	·	-11	-3.7	1	1	-11	-11
S=c1[nH]nc(-c2ccncc2)n1/N=C/C(Cl)=C\c1ccccc1	-2	14	71	4	-2	1.0	-1	-18	32*	12
CCOc1ccc(C=O)cc1CN1CCCCC1	-4	-5	4	1	-7	-1.8	0	-4	·	17
COc1ccc(N2CCN(C(=O)c3oc4c(c3C)C(=O)CCC4)CC2)cc1	-4	15	2	1	-8	-5.8	2	-6	-1	-18
O=C(CN1C(=O)NC2(CCCC2)C1=O)Nc1ccc(F)cc1	6	15	·	0	-7	1.9	-5	-10	·	-17

Continued.
SMILES	HTR5A ag	SR-BI DiI inh	MITF TRPM1 HTS	NSD2 HMT inh	PvdQ acylase	CDK5 p35 inh	V-ATPase pHluor	dFosB activator	Wnt act	HTR5A inv ag
Cc1nn(Cc2ccccc2)c(C)c1NC(=O)c1cc2nc(-c3ccco3)cc(C(F)(F)F)n2n1	-6	83*	0	28	-19	1.1	3	0	·	15
COc1ccccc1-c1noc2ncnc(Nc3cccc(C)c3)c12	3	17	2	·	-4	-1.2	-8	1	0	14
O=C(OCC(=O)C12CC3CC(CC(C3)C1)C2)c1ccc(O)cc1O	10	-15	49	2	-17	-0.9	-4	-12	8	2
Cc1cc(C)n(S(=O)(=O)c2cc(C(=O)O)c(Cl)cc2Cl)n1	5	·	12	1	-13	-1.1	4	-5	-2	-15
COc1ccc(S(=O)(=O)N2CCC(C(=O)N[C@@H](C)C(=O)NCc3cccc(OC)c3)CC2)cc1	2	-4	-9	25	-17	1.5	-3	-12	0	-19
Cc1ccc2nc(SCC(=O)NC3CCCc4ccccc43)[nH]c2c1 (stereo not given)	5	11	-2	-2	-12	-1.8	1	5	·	18
CC1CCN(CC(=O)Nc2nc(-c3ccccc3)cs2)CC1	1	29	·	41	15	0.5	-1	-3	-2	-4
CCCCn1c(N)c(C(=S)NC(=O)CC(C)C)c(=O)n(C)c1=O	-6	-12	0	·	-4	0.1	-4	-8	·	-18
Cc1cccc(C(=O)Nc2cccc(C(=O)N/N=C/c3ccncc3)c2)c1	5	11	26	0	-2	0.5	-4	-4	-1	12
CC(Cc1ccccc1)NC(=O)CSc1nc2nc3c(cc2c(=O)n1-c1ccccc1)COC(C)(C)C3 (stereo not given)	2	-12	·	5	6	-2.4	-2	-2	-6	-9
CC(CN(C)C)CN1c2ccccc2Sc2ccccc21 (stereo not given)	-5	5	-6	·	-3	-1.6	1	5	3	-8
Cc1cc(-c2sccc2Br)nc(-n2cccc2)n1	-6	15	0	·	-7	-1.0	12	-11	10	15
Cc1ccccc1C(C(=O)NC1CCCC1)N(C(=O)Cc1cccs1)c1ccc2c(c1)OCCO2 (stereo not given)	-2	-6	-5	·	-3	0.4	6	-3	-6	35
O=C(CCCN=C1NS(=O)(=O)c2ccccc21)OCC(=O)c1ccccc1Cl	-4	8	5	·	8	-3.7	4	-4	-4	9
COc1ccc(/C=C2\SC(=S)N(CCC(=O)Nc3cccc(C(=O)O)c3)C2=O)cc1	3	-28	·	3	-1	-0.4	0	-5	2	-12
Cc1cccc(N2CCN(S(=O)(=O)c3cnc[nH]3)CC2)c1C	14	·	-1	·	-28	0.0	0	-8	-2	-40

High-throughput results deposited in PubChem BioAssay by several laboratories.
